Screening data from PubChem.
PMI activator: activators of human PMI, primary screen, biochemical, fluorescence intensity, near-Km mannose 6-phosphate | Mannose-6-phosphate isomerase (Homo sapiens), P34949 | purified human PMI, coupled resazurin fluorescence, 20 min; stronger effect = higher value; 1 = vehicle control, 0 substrate-free wells | activation factor at 20 µM | 190,000 compounds, 0.005% hits | AID 1214, 2008;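 active means activation factor of 2 or more at 20 µM, relative to plate controls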
Redox H2O2 prof: compounds producing H2O2 with reducing agent – biochemical, NIH compound library profiling, artefact control for MLSCN library redox annotation, primary screen. DTT-dependent redox cycling H2O2, phenol red/HRP absorbance; 100% = 100 µM peroxide control, 0% = buffer. activation, % at 10 µM. 200,000 compounds, 0.03% hits. AID 878, 2007;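 active means activation of at least 50% relative to the plate's high and low controls in the primary single-dose screen; inactive means activation below 50%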;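 further: compound incubated with DTT at 0.8 mM final as the reducing agent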
Hsp70 activator: Hsp70 transcriptional activators, primary screen, cell-based, HeLa, Hsp70 promoter luciferase, luminescence, 10 µM; activation, % at 10 µM; 200,000 compounds, 0.04% hits; HeLa Hsp70 promoter luciferase reporter; scaled: vehicle 0, proteasome-inhibitor control 100%;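 active means activation above the mean across all tested compounds plus 3 SD, cutoff set per campaign, cut at about 5.5% in these data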;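 further: 100% = MG132 at 30 µM as the positive control and 0% = DMSO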
Diaphorase inh: diaphorase inhibitors and chemical oxidizers, primary screen, counter-screen for diaphorase-coupled primary assays, biochemical, uHTS, resorufin fluorescence; diaphorase resazurin-to-resorufin fluorescence, NADH, 16 min; bacterial (C. kluyveri) enzyme, not human; inhibition, % at 20 µM; 190,000 compounds, 0.69% hits; AID 1217, 2008;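 active means primary screen inhibition at 20 µM above a set limit, cut at about 50% in these data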;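 further: plate controls were DMSO with full reaction for no effect and wells lacking NADH for full effect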
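Test system: bacterial diaphorase enzyme (C. kluyveri); Quantity: 0.14 U/mL diaphorase, enzyme working solution; Times: reaction incubation of 16 min at room temperature; Measured by: fluorescence of resorufin formed from resazurin, Ex 544/Em 590 nm; Benchmarks: positive control minus NADH, DMSO neutral control.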
Diaph act CS: compounds boosting diaphorase resazurin reduction – biochemical, uHTS, resorufin fluorescence, counter-screen for diaphorase-coupled primary assays, primary screen. Diaphorase/resazurin coupled assay, 16 min; stronger effect = higher value; 1 = vehicle wells, 0 = NADH-free wells. activation factor at 20 µM. 190,000 compounds, 0.005% hits;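 active means diaphorase activity raised at least twofold by the compound at 20 µM; inactive means activation factor below 2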
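Material: purified diaphorase enzyme from Clostridium kluyveri / Medium: HEPES pH 7.4 buffer with MgCl2 and Tween 20 / Schedule: enzyme reaction of 16 min at room temperature / Measured by: resorufin fluorescence, excitation 544 nm, emission 590 nm / Evaluation: rise in resorufin formation, marking diaphorase activation or chemical reduction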
PMI act satM6P: human PMI activators, high substrate, primary screen, biochemical, fluorescence intensity, near-saturating mannose 6-phosphate; Mannose-6-phosphate isomerase (Homo sapiens), P34949; coupled PMI enzyme assay, resazurin fluorescence, 20 min; stronger effect = higher value; 1 = untreated enzyme, 0 = substrate-free blank; activation factor at 20 µM; 190,000 compounds, 0.34% hits; AID 1216, 2008;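 active means activation factor of 2 or more at 20 µM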
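Technique: Diaphorase-driven resazurin-to-resorufin fluorescence, excitation 544, emission 590 nm | Assay system: Human PMI in coupled enzyme assay | Times: Enzyme reaction with compound 20 min at room temperature | Medium: HEPES-buffered pH 7.4 with magnesium and detergent | Reagent: Mannose-6-phosphate 1.0 mM (near-saturating) plus 0.22 mM NADP+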
G6PDH CS: L. mesenteroides G6PDH inhibitors, counter-screen for G6PDH-coupled screening assays, biochemical, Leuconostoc mesenteroides enzyme. glucose-6-phosphate dehydrogenase [Leuconostoc mesenteroides]. Purified L. mesenteroides G6PDH, diaphorase/resazurin coupled fluorescence, 45 min. inhibition, % at 5 µM. 200,000 compounds, 0.12% hits. AID 1020, 2008
S1P3 antag: S1P3 receptor antagonists, primary screen, cell-based; CHO S1P3 NFAT-BLA reporter, FRET fluorescence, antagonist mode; inhibition, % at 4.98 µM; 170,000 compounds, 0.27% hits; AID 485, 2006;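 active means inhibition above the plate cutoff, the mean inhibition of test wells on that plate plus 3 SD, cut at about 28% in these data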;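 further: cells challenged with S1P at its EC80 of 0.8 µM; blue over green emission ratio from cleaved BLA substrate after 4 h stimulation; 0% = S1P-stimulated wells and 100% = unstimulated DMSO-only wells; some compounds past the cut are filed as inactive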
TLR4-MyD88 BLA: inhibitors of TLR4-MyD88 association in cells, primary screen, cell-based, HeLa CL3-4, BLA complementation, FRET ratio; Toll-like receptor 4 (Homo sapiens) + Myeloid differentiation primary response protein …; HeLa CL3-4 TLR4/MyD88 BLA complementation; inhibition, % at 8.4 µM; 200,000 compounds, 0.18% hits; AID 861, 2007; in the data active means inhibition above about 25%;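 further: 0% = vehicle and 100% = reference inhibitor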
Target sequence (O00206 whole entry, looked up): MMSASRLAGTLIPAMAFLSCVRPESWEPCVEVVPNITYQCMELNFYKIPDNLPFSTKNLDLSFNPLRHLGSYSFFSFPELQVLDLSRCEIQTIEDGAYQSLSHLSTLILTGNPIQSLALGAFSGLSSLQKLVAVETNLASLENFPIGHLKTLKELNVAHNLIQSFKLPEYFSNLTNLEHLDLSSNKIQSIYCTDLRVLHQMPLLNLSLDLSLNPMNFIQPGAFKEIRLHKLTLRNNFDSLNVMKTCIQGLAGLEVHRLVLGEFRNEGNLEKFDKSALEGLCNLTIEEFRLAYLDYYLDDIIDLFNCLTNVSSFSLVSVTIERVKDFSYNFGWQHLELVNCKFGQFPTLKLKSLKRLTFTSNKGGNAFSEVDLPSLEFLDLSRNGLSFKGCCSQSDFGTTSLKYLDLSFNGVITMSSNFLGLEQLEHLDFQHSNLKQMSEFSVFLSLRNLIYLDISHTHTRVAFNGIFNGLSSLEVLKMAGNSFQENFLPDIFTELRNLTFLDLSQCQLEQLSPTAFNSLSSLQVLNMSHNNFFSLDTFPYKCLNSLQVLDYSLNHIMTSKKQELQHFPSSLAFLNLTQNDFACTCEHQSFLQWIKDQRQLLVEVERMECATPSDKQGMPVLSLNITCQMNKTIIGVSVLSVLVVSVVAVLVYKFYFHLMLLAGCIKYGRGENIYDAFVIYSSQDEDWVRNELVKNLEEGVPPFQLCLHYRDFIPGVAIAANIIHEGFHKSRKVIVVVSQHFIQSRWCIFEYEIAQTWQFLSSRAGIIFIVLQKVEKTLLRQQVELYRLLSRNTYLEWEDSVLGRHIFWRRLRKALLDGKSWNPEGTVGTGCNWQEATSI
Target sequence (Q99836 whole entry, looked up): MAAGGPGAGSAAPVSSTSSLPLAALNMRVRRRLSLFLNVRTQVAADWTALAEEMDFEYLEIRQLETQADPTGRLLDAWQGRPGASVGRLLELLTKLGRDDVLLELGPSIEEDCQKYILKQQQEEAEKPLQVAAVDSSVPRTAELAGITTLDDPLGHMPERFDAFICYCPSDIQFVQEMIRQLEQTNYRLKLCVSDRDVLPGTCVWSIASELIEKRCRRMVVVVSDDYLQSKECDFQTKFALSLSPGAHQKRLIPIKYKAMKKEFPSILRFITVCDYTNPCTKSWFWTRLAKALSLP
L major viab: Leishmania major promastigote growth inhibition, primary screen; Leishmania major promastigotes, resazurin fluorescence viability; inhibition, % at 10 µM; 200,000 compounds, 9% hits; AID 1063, 2008;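 further: promastigotes grown with compound for 44 hours at 28 °C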
RAM inhibit: inhibitors of the yeast RAM network, primary screen, dse1pr::URA3 reporter, 5-FOA selection; S. cerevisiae dse1pr::URA3 reporter, 5-FOA growth OD615, 2 d; analog-sensitive cbk1-as2 kinase mutant strain; inhibition, % at 50 µM; 190,000 compounds, 1.8% hits; AID 868, 2007;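 active means inhibition above a set limit, 3 SD over mean compound inhibition, cut at about 8.4% in these data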;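 further: 0% = DMSO-only wells with no growth and 100% = 10 µM 1-NA-PP1 full growth; inhibition rescues growth on 5-FOA so higher OD means more RAM inhibition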
The depositor's hits bear a star; · = not tested or not shown. Unless noted, no stated cut-off is given here; in the data, active means inhibition above about 50%; inactive means the rest.

SMILES,PMI activator,Redox H2O2 prof,Hsp70 activator,Diaphorase inh,Diaph act CS,PMI act satM6P,G6PDH CS,S1P3 antag,TLR4-MyD88 BLA,L major viab,RAM inhibit
C=CCOc1cc(C)nc(-c2ccccc2O)n1,1,0.2,-0.2,14,0.9,1,0,·,-1,2,1.2
O=S(=O)(/C=C/c1ccccc1)N1CCN(c2cccc(Cl)c2)CC1,1,0.6,-0.2,8,0.9,1,1,·,-4,-1,1.0
COc1ccc(C2CC(c3ccccc3)=NN2S(=O)(=O)c2ccccc2)c(OC)c1 (stereo unspecified),0.9,-0.1,-0.2,21,0.8,0.9,-4,10,-1,2,4.4
CCCC1S/C(=N/N=C/c2cccs2)NC1=O (stereo unspecified),1.1,-4.5,-0.2,-3,1,1,0,·,-15,-6,4.6
Cc1ccc(C(=O)CC(C(=O)O)n2cccn2)cc1 (stereo unspecified),1.1,-0.4,-0.3,12,0.9,1.1,7,-62,-6,-6,0.6
COc1cc(NC(=O)c2ccc3c(c2)OCO3)ccc1NC(=O)c1cccs1,1,1.1,-0.4,-2,1,1,14,-6,-9,5,6.6
Cc1ccc(S(=O)(=O)N(C)/C(=N/S(=O)(=O)c2ccccc2)c2ccccc2)cc1,0.9,-1.4,0.1,10,0.9,1,-12,·,-8,-5,-0.6
Cc1cccc(OCC(=O)O/N=C(\N)c2ccccn2)c1C,1,2.5,0.1,11,0.9,1,3,·,1,-1,-0.8

(listing goes on)
SMILES,PMI activator,Redox H2O2 prof,Hsp70 activator,Diaphorase inh,Diaph act CS,PMI act satM6P,G6PDH CS,S1P3 antag,TLR4-MyD88 BLA,L major viab,RAM inhibit
CCc1ccc(C(=O)CC2(O)C(=O)N(CN3CCOCC3)c3ccccc32)cc1 (stereo unspecified),1.3,-0.1,-0.1,-2,1,1.1,6,0,-4,-7,-1.2
CN1CCN(c2ccc(Cl)cc2NC(=O)c2cccc(S(=O)(=O)N(C)C)c2)CC1,0.9,2.1,-0.3,-2,1,0.9,13,-8,-10,99*,2.1
O=c1oc2cc(O)ccc2cc1-c1nc2c(s1)CCc1ccccc1-2,0.8,0.3,-0.1,29,0.7,0.4,23,21,52*,-12,2.6
Cc1cc([N+](=O)[O-])nn1CC(=O)NCc1ccco1,1.1,0.1,-0.3,10,0.9,1,1,-5,-7,50*,-0.4
CN(C)/C=C1\C(=O)NN=C1C(F)(F)F,1.1,-0.1,1.3,7,0.9,1,5,-4,0,-10,1.8
O=C(O)C1CSC(c2ccc(O)c([N+](=O)[O-])c2)N1 (stereo unspecified),0.9,-1.1,-0.2,16,0.8,0.9,2,-21,2,-2,1.3
COc1ccc(C(=O)Nc2cc(C)nc3ccccc23)cc1OC,1,-9.5,-0.2,-1,1,1.1,3,·,-2,9,0.0
CCOc1ccccc1N1CCN(C(=O)c2cc[n+]([O-])cc2)CC1,0.9,0.6,-0.7,12,0.9,1,1,-4,-1,-4,0.5

More structures:
SMILES,PMI activator,Redox H2O2 prof,Hsp70 activator,Diaphorase inh,Diaph act CS,PMI act satM6P,G6PDH CS,S1P3 antag,TLR4-MyD88 BLA,L major viab,RAM inhibit
Cc1ccc(CNC(=O)c2sccc2-n2cccc2)cc1,1,-0.8,0.0,13,0.9,1,8,21,5,2,-1.2
O=C1Oc2ccccc2C2(O)C3CCCCCC3C12 (stereo unspecified),1,-7.6,-0.2,5,1,1,4,·,4,-8,0.9
c1ccc(N2CCN(c3nc4ccccc4n4cnnc34)CC2)cc1,0.9,-1.3,-0.4,37,0.6,0.9,0,·,-2,0,-1.5
O=c1c(-c2n[nH]c(=S)o2)cccn1Cc1ccccc1,1.2,-2.5,-0.2,10,0.9,1.1,-2,-8,10,2,2.3
CCCNC(=O)NC(=O)COC(=O)c1oc2ccc(OCC)cc2c1C,1.1,0.8,-0.2,2,1,1.1,2,·,6,3,1.6
CN(C)CC(O)COc1ccc(C(C)(C)c2ccc(OCC(O)CN(C)C)cc2)cc1 (stereo unspecified),1,0.2,-0.2,-16,1.2,1,-1,·,6,100*,1.3
Cn1c(=O)[nH]c2ccc([N+](=O)[O-])nc21,0.9,-0.1,-0.2,20,0.8,0.8,3,4,5,-2,0.7
O=C(O)C1CCN(C(=O)COc2ccc3c4c(c(=O)oc3c2)CCC4)CC1,1,1.8,0.7,16,0.8,0.9,11,-20,0,-3,0.8

Further records
SMILES,PMI activator,Redox H2O2 prof,Hsp70 activator,Diaphorase inh,Diaph act CS,PMI act satM6P,G6PDH CS,S1P3 antag,TLR4-MyD88 BLA,L major viab,RAM inhibit
CC1CN(C(=O)c2ccc3c(c2)OCO3)CC(C)O1 (stereo unspecified),0.9,-0.2,0.0,9,0.9,1,5,·,-5,-2,1.1
CCOC(=O)CSc1nc2ccccc2c(=O)n1Cc1ccco1,1,-1.1,-0.1,14,0.9,1,0,15,-2,-2,5.8
Cc1nnc(-c2cnn(C)c2N)n1Cc1cccc(Cl)c1,0.9,0.1,0.1,17,0.8,0.9,0,·,0,-3,-0.8
CSc1nnc(-c2cnccn2)n1CCCN1CCCC1=O,1.2,0.4,-0.2,5,0.9,1.1,1,9,1,-4,2.7
COc1cc(OC)cc(C(=O)NCC(=O)OCc2csc(-c3ccccc3)n2)c1,1.2,-0.2,0.1,11,0.9,0.9,10,-7,-11,35,3.4
COc1cc(S(=O)(=O)Nc2cccc(C)c2)ccc1NC(=O)c1cccnc1,0.8,-0.1,-0.2,9,0.9,0.9,9,4,-1,49,1.2
O=C(c1ccc(N2C(=O)C3CCCCC3C2=O)cc1)N1CCCCC1 (stereo unspecified),1.2,0.0,-0.4,3,1,1,2,-14,-5,-2,0.7
Cc1nnc(SCC(=O)NC23CC4CC(CC(C4)C2)C3)n(N)c1=O,0.9,-1.5,-0.1,10,0.9,0.9,7,-3,6,-2,-0.2

New compounds follow
SMILES,PMI activator,Redox H2O2 prof,Hsp70 activator,Diaphorase inh,Diaph act CS,PMI act satM6P,G6PDH CS,S1P3 antag,TLR4-MyD88 BLA,L major viab,RAM inhibit
CC(=O)c1ccc(N2CCN(c3ccc(C(F)(F)F)cn3)CC2)cc1,1,0.4,-0.3,3,1,1,-17,77*,17,12,2.3
c1ccc(OCCOc2cccc3cccnc23)cc1,1,-0.4,-0.2,9,0.9,0.9,1,0,1,-3,1.2
O/N=C/c1ccccc1Oc1ccc(Cl)cc1,0.9,-1.0,-0.4,11,0.9,0.9,9,-13,3,2,-1.3
Cc1c(Cl)cccc1NC(=S)N(CCCN1CCOCC1)Cc1cccs1,0.9,-0.5,-0.5,22,0.8,0.9,6,-12,0,14,0.5
CCCCOc1ccc(N(CC(=O)NC2CCCC2)C(=O)CCC(=O)Nc2ccccn2)cc1,1,-0.6,-0.2,6,0.9,1,3,-20,-5,11,1.0
CCC(=O)Nc1cccc(C(=O)OCC(=O)c2ccccc2Cl)c1,1,0.1,0.4,9,0.9,1,3,·,13,-5,-0.1
CNC(=S)N1N=C(c2ccc(C)cc2)CC1c1ccc(N(C)C)cc1 (stereo unspecified),1,-0.1,-0.2,-4,1,0.9,-6,2,-5,8,0.0
O=C1CSCN1c1cc(Cl)ccc1Cl,1,-0.3,-0.2,50,0.5,1,10,0,-7,3,-0.8

Next results follow.
SMILES,PMI activator,Redox H2O2 prof,Hsp70 activator,Diaphorase inh,Diaph act CS,PMI act satM6P,G6PDH CS,S1P3 antag,TLR4-MyD88 BLA,L major viab,RAM inhibit
O=C(NCCc1ccccc1)c1ccc(-n2cnnn2)cc1,0.9,-0.8,-0.6,4,1,0.9,12,17,-8,3,1.0
CCC1C(=O)NCCN1Cc1nc(-c2ccc(C)s2)oc1C (stereo unspecified),0.8,3.7,0.0,25,0.7,0.6,13,-26,-4,-6,1.1
COc1cc2c(cc1OC)C(C(=O)N(C)Cc1ccccc1)C(c1cccnc1)N(C)C2=O (stereo unspecified),0.9,-0.2,-0.2,10,0.9,0.9,6,-5,4,3,1.6
O=C(CN1CC(=O)Oc2ccccc21)OCC(=O)c1ccccc1,0.8,0.9,0.0,27,0.7,0.9,22,23,12,-10,3.5
COc1ccc(CC(=O)Nc2cccc(C(=O)Nc3cccc(C)c3)c2)cc1,0.9,0.3,-0.2,15,0.8,0.9,15,6,-22,-2,2.5
COC(=O)CCC(=O)Nc1cccc([N+](=O)[O-])c1,1,0.1,0.1,9,0.9,1,3,-11,-2,17,0.6
CC(=O)OCc1c(C)cc(C)c(/C=C(/C#N)C(N)=O)c1C,1.1,-1.0,-0.3,-10,1.1,1.1,9,-11,0,-2,0.7
O=S(=O)(c1ccc(Br)cc1)N1CCn2c(nc3ccccc32)C1,1,-0.2,-0.2,5,1,1,1,-35,-9,-5,3.3

4 entries drawn at random from those above, as already listed:
SMILES,PMI activator,Redox H2O2 prof,Hsp70 activator,Diaphorase inh,Diaph act CS,PMI act satM6P,G6PDH CS,S1P3 antag,TLR4-MyD88 BLA,L major viab,RAM inhibit
O=C(CN1CC(=O)Oc2ccccc21)OCC(=O)c1ccccc1,0.8,0.9,0.0,27,0.7,0.9,22,23,12,-10,3.5
COc1cc2c(cc1OC)C(C(=O)N(C)Cc1ccccc1)C(c1cccnc1)N(C)C2=O (stereo unspecified),0.9,-0.2,-0.2,10,0.9,0.9,6,-5,4,3,1.6
CC(=O)OCc1c(C)cc(C)c(/C=C(/C#N)C(N)=O)c1C,1.1,-1.0,-0.3,-10,1.1,1.1,9,-11,0,-2,0.7
CCC1C(=O)NCCN1Cc1nc(-c2ccc(C)s2)oc1C (stereo unspecified),0.8,3.7,0.0,25,0.7,0.6,13,-26,-4,-6,1.1
